pAkt inh: inhibitors of Akt phosphorylation; Neuro2A IGF-stimulated pAkt S473 HTRF, 20 min; active compounds read low; activity change, % for hits at 50 µM; actives 0.32% (n = 360,000); AID 651550; in the data active = activity change below about -80%; inconclusive = mostly about -51% to -80%; note: % is set by controls: 0 for no effect and ±100 for the full control effect
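Neuro2A cells (4,500/well, DMEM with 0.5% FBS) were treated with compound at a single 50 µM final concentration, stimulated with 6 nM IGF for 20 min at 37 °C, and lysed. Phospho-Akt Ser473 was read by HTRF as 665/615 ratio ×10^4.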
CCT chaperon mod: cytosolic chaperonin activity modulation | purified chaperonin ATPase assay, HTRF ADP detection, 30 min | activity change, % (test concentration not listed), hits read low | actives 0.3% (n = 360,000); in the data active = activity change below about -30%; note: % is set by controls: 0 for no effect and ±100 for the full control effect
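Nucleotide hydrolysis assay: TRiC at 20–40 nM final (set by batch activity) with 10 uM ATP, 30 min at 37 °C, in presence of 76 uM compound. Detection by competitive ADP HTRF, 30 min ambient.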
HepG2 tox: kills HepG2 cells in TGF-b inhibitor counter-screen. Potency, µM (titrated, usually from 46.1 µM), for inactives: at the highest dose activity change, negative = cytotoxicity, hits mostly cytotoxic. actives 0.76% (n = 410,000). HepG2 CAGA-GFP viability, ATP luminescence, 18 h; note: potency is the fitted concentration of half-maximal effect; some results filed as inactive show a strong effect at the top dose
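HepG2 CAGA-GFP cells (1000/well, DMEM with 1% FBS) received compound, then TGF-beta at 500 pg/mL final, and were incubated 18 hours at 37 degrees C. Viability was read by CellTiter-Glo luminescence. Media-only wells were set as complete cell-killing and DMSO as no toxicity.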
TGFb SMAD3 inh: blocks TGF-b signaling | HepG2 CAGA-GFP TGF-b/SMAD3 reporter, GFP fluorescence, 18 h; TGF-beta stimulated, 500 pg/mL final | actives 1.2% (n = 410,000) | Potency, µM (top dose mostly 46.1 µM), for inactives: at the top dose activity, negative = inhibition, usual class: inhibitors; note: potency is the fitted concentration of half-maximal effect; % is set by controls: 0 for no effect and ±100 for the full control effect; nearly all actives have a fitted effect of over 65% in size
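Using HEPG2 CAGA-GFP reporter cells at 1000 cells/well, we pinned test compounds, stimulated with recombinant TGF-beta (500 pg/mL final) and measured total well GFP after 18 h.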
Mm-Cpn inhibitor: blocks the Methanococcus maripaludis chaperonin Mm-Cpn; purified Mm-Cpn ATPase, ADP Transcreener TR-FRET; Potency, µM (top dose mostly 76.9 µM), for the others: at the top dose activity, negative = inhibition, most hits filed as inhibitors; actives 0.031% (n = 330,000); note: potency is the fitted concentration of half-maximal effect; % is set by controls: 0 for no effect and ±100 for the full control effect; nearly all actives have a fitted effect of over 80% in size
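Measured: ADP formation by purified Mm-CPN. Conditions: 25 nM protein, 10 uM ATP, Tris pH 7.4 with Mg2+, K+ and DTT, 37°C for 30 min. Detection: Transcreener HTRF after 30 min at room temperature.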
Abeta yeast res: restores growth of yeast expressing A-beta42 peptide | actives 0.063% (n = 410,000) | AID 1347071 | yeast expressing A-beta42, growth rescue, OD600, 48 h; response scale: 0% DMSO, 100% iron-clioquinol control | Potency, µM (top dose mostly 46.1 µM), without a hit: at the top dose growth rescue, usual class: activators; note: potency is the fitted concentration of half-maximal effect; nearly all actives have a fitted effect of over 55% in size
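Yeast A-beta toxicity model in growth medium with pinned compounds, 48 h at 30 C; growth read as absorbance at 600 nm. Normalized to FeCl3/clioquinol equimolar mix (positive) and DMSO (negative).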
Nrf2 activator: Nrf2 pathway activation. AREc32 ARE-luciferase reporter (MCF7-derived line), luminescence, 24 h. Potency, µM (highest dose often 46.1 µM), for inactives: at the highest dose activation, hits mostly activators. actives 0.31% (n = 410,000). AID 624171; note: potency is the fitted concentration of half-maximal effect; % of control where 0% means no effect; nearly all actives have a fitted effect of over 65% in size
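ARE activation measured as luciferase luminescence (Steady-Glo, 30 min RT) in AREc32_Fluc cells after 24 hr compound exposure at 37 deg C, 5% CO2; cells seeded overnight at 1000/well in OPTI-MEM, 5% FBS.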
Nrf2 block: inhibitors of Nrf2 signaling. A549 ARE-Fluc reporter, luciferase luminescence, 18-24 h. Potency, µM (highest dose often 46 µM), without a hit: at the top dose activity change, negative = inhibition, most hits filed as inhibitors. actives 2.1% (n = 360,000); note: potency is the fitted concentration of half-maximal effect; % is set by controls: 0 for no effect and ±100 for the full control effect; nearly all actives have a fitted effect of over 60% in size
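Nrf2 function is reported as luminescence of an ARE-controlled luciferase in A549 cells. Compounds were tested at several concentrations, and a CellTiter-Fluor read on the same wells flagged cytotoxicity.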
A549 tox: A549 cytotoxicity, counter-screen for Nrf2 inhibitors; A549 ARE-Fluc cells, CellTiter-Fluor viability, 18-24 h; Potency, µM (highest dose often 46 µM), inactives show at the highest dose activity change, negative = cytotoxicity, usual class: inhibitors; actives 0.16% (n = 390,000); AID 504648; note: potency is the fitted concentration of half-maximal effect; % is set by controls: 0 for no effect and ±100 for the full control effect
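A549 ARE_Fluc cells in 5% FBS OPTI-MEM were exposed to compounds in concentration-response for 18-24 h at 37 deg C. Viability was read by CellTiter-Fluor fluorescence (Ex 405/Em 525) after 30 min, before the luciferase read.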
Numbers without * were called inactive; i = inactive; ? = inconclusive; · = no result given; & = joins results of further samples. Unless noted, calls come from the whole dose curve; as a rule, active = well fitted curve in the direction sought with a large enough effect; inconclusive = small, poorly fitted or top-dose-only effect, or another doubt; inactive = no such curve, though single readings can be large; an effect the other way counts as inactive or inconclusive.

SMILES	pAkt inh	CCT chaperon mod	HepG2 tox	TGFb SMAD3 inh	Mm-Cpn inhibitor	Abeta yeast res	Nrf2 activator	Nrf2 block	A549 tox
COc1ccc(S(=O)(=O)n2cnc(C)c2)cc1	i	-3.5	-5%	0%	1%	-9%	-0.7%	1%	6%
CC(C)n1nnnc1SCC(=O)NCc1ccc2c(c1)OCO2	i	-0.7	-12%	3%	-1%	1%	0.1%	9%	-2%
CN(C(=O)CSc1nnc(-c2ccco2)n1Cc1ccccc1)C1CCS(=O)(=O)C1 (stereo not drawn)	i	2.0	-3%	6%	-1%	9%	0.4%	-12%	0%
CCC(CC)NC(=O)/C=C/c1cccc([N+](=O)[O-])c1	i	-1.5	-18%	?	2%	-12%	5.6%	-4%	12%
COc1cc(-c2noc(C)c2C(=O)NCCCN2CCOCC2)cc(OC)c1OC	i	-1.9	-3%	-13%	1%	2%	0.3%	7%	0%
Cc1cc(C)cc(NCC(=O)Nc2c(C)cccc2C)c1	i	0.8	1%	0%	3%	4%	0.3%	10%	-2%
COC(=O)c1ccc(CNC(=O)Cn2cnc(C(=O)Nc3ccc(C)c(C)c3)n2)cc1	i	0.0	6%	24%	-1%	-6%	0.2%	5%	-1%
Cc1ccc2cc(C)c(N3CCC(C)CC3)nc2c1	i	-1.6	0%	-22%	4%	0%	-0.4%	-3%	1%
CC1(C)CC(=O)C(C2C3=C(CC(C)(C)CC3=O)Oc3ccc4ccccc4c32)C(=O)C1 (stereo not drawn)	i	-0.4	-6%	-4%	2%	-10%	2.4%	-1%	-19%
CSc1cccc(NS(=O)(=O)c2ccc3c(c2)oc(=O)n3C)c1	i	1.8	-17%	-10%	-2%	-17%	-1.1%	26µM*	-5%
CCCCNC(=O)c1ccc2c(c1)NC(=O)C(CS(=O)(=O)Cc1ccc(F)cc1Cl)N2 (stereo not drawn)	·	·	-19%	2%	·	-12%	2.5%	16%	0%
CCC(C)NC(=O)CSc1nc2c(sc3ccccc32)c(=O)n1Cc1ccccc1Cl (stereo not drawn)	·	·	-1%	0%	·	-6%	-1.2%	·	-12%
CCOc1ccc(N)cc1OC	i	-2.7	6%	27%	2%	-7%	3.0%	1%	-3%
COc1ccc(N2CC(C(=O)N[C@@H](C)C(=O)NCCc3ccccc3)CC2=O)cc1 (stereo partly drawn)	i	0.2	7%	-1%	3%	15%	0.2%	14%	-1%
c1ccc(Cn2c[n+](Cc3ccccc3)c3ccccc32)cc1	i	-0.2	-3%	10%	4%	-10%	0.1%	-4%	-5%
CS/C(=N/S(=O)(=O)c1ccc(C)cc1)c1ccccc1	i	-1.9	-2%	0%	-1%	-3%	-1.2%	?	-17%
O=C(CSc1ncnc2c1nnn2Cc1ccc(F)cc1)NCC1CCCO1 (stereo not drawn)	i	0.0	-9%	-30%	-1%	2%	?	?	0%
Cc1ccc(N(C(=O)c2sc(C)nc2C)C(C(=O)NCc2ccco2)c2ccccc2)cc1 (stereo not drawn)	i	-1.3	-12%	0%	0%	11%	2.7%	1%	-1%
COC(=O)c1ccc(Oc2nc(N(C)C)nc(N3CCOCC3)n2)cc1	i	-0.7	5%	6%	1%	-9%	-0.7%	0%	3%
O=[n+]1c2c(n([O-])c3c1CCCC3)CCCC2	i	-0.5	6%	-13%	1%	-3%	-0.3%	·	-2%
Cc1nnc(SC(C)C(=O)Nc2c(C)n(C)n(-c3ccccc3)c2=O)n1N (stereo not drawn)	i	1.3	8%	5%	2%	-4%	0.2%	-2%	4%
COc1ccc2[nH]c(C(=O)Nc3ccccc3Cl)cc2c1	i	-1.3	-7%	-16%	?	-2%	13%	?	?
COc1ccc(C)cc1NC(=O)CCNS(=O)(=O)c1ccc2c(c1)CCC(=O)N2	i	-2.2	18%	1%	?	2%	-0.8%	4%	-6%
CCOC(=O)c1noc2nc(C)n(Cc3ccc([N+](=O)[O-])cc3)c(=O)c12	·	·	-25%	-18%	·	-9%	0.2%	·	0%
O=C(CSCc1ccccc1)N1CCN(C(=O)c2ccco2)CC1	i	0.4	1%	5%	-1%	20%	0.0%	6%	1%

A draw from above in order of SMILES length, descending.
SMILES	pAkt inh	CCT chaperon mod	HepG2 tox	TGFb SMAD3 inh	Mm-Cpn inhibitor	Abeta yeast res	Nrf2 activator	Nrf2 block	A549 tox
CN(C(=O)CSc1nnc(-c2ccco2)n1Cc1ccccc1)C1CCS(=O)(=O)C1 (stereo not drawn)	i	2.0	-3%	6%	-1%	9%	0.4%	-12%	0%
O=C(CSCc1ccccc1)N1CCN(C(=O)c2ccco2)CC1	i	0.4	1%	5%	-1%	20%	0.0%	6%	1%
CS/C(=N/S(=O)(=O)c1ccc(C)cc1)c1ccccc1	i	-1.9	-2%	0%	-1%	-3%	-1.2%	?	-17%
COc1ccc2[nH]c(C(=O)Nc3ccccc3Cl)cc2c1	i	-1.3	-7%	-16%	?	-2%	13%	?	?
COc1ccc(S(=O)(=O)n2cnc(C)c2)cc1	i	-3.5	-5%	0%	1%	-9%	-0.7%	1%	6%

Carrying on:
SMILES	pAkt inh	CCT chaperon mod	HepG2 tox	TGFb SMAD3 inh	Mm-Cpn inhibitor	Abeta yeast res	Nrf2 activator	Nrf2 block	A549 tox
CN(CC(=O)Nc1ccc(S(=O)(=O)N(C)C)cc1)Cc1ccc(C(F)(F)F)cc1	i	-3.6	-16%	-4%	-3%	9%	-0.4%	-20%	1%
O[C@@H]1CN(Cc2ccccc2Cl)CC[C@H]1N1CCOCC1	i	-1.8	-16%	-6%	1%	-12%	0.8%	-5%	0%
Cc1ccc(C)c(C(=O)CSc2nc3cc(C(=O)NC4CCCC4)ccc3c(=O)n2CC2CCCO2)c1 (stereo not drawn)	·	·	-4%	1%	·	-3%	0.0%	12%	13%
NS(=O)(=O)c1ccc(CCNC(=O)c2ccco2)cc1	i	-3.8	-1%	12%	1%	-4%	0.2%	-1%	6%
CCCn1c(O)c(N=NC(=O)c2ccco2)c2ccccc21	i	-1.2	-19%	-5%	1%	-18%	15%	-28%	-3%
CCCCOCCCNC(=O)C[C@@H]1C[C@@]2(C(=O)OCC)CCC=C2N(Cc2cccc3ccccc23)C1=O	i	1.5	·	·	·	-3%	0.9%	·	·
COc1ccc(-n2nnnc2-c2cccc(OC)c2)cc1	i	0.6	-3%	-22%	-2%	-4%	0.3%	7%	-22%
O=C(NCc1ccccc1F)C1CCCN(C(=O)N2CCOc3ccccc32)C1 (stereo not drawn)	·	·	-18%	-26%	·	2%	0.1%	-12%	7%
Cc1ccc(N=Nc2ccc(O)c(/C=N\NC(=O)c3ccc(N)cc3)c2)cc1C	i	-1.0	-21%	-2%	1%	-28%	-0.5%	?	-6%
COc1ccc(NC(=O)C2CCC(CNS(=O)(=O)c3cccs3)CC2)cc1OC (stereo not drawn)	i	2.1	2%&-10%	14%&-17%	-2%	13%&-8%	1.3%&1.0%	-8%&8%	1%&1%
CCC(Cc1ccccc1)NC(=O)Cn1cccc1C(=O)c1ccccc1 (stereo not drawn)	·	-42*	5%	1%	-4%	4%	0.5%	18%	0%
Cc1ccc(C)c(S(=O)(=O)NCC(c2ccco2)N2CCc3ccccc3C2)c1 (stereo not drawn)	i	-3.4	6%	?	-1%	11%	2.7%	8%	11%
O=C1CCCN1CC1CCCN(Cc2nc(COc3ccccc3)no2)C1 (stereo not drawn)	i	-0.6	-7%	0%	-1%	-1%	0.3%	2%	1%
CCNc1nc(NCC)nc(N(C#N)CCOc2ccccc2)n1	i	1.3	-2%	4%	0%	1%	-0.1%	?	-5%
CCOc1ccc(-n2c(Cc3cc(=O)[nH]c(=O)[nH]3)nnc2SCC(=O)OC)cc1	i	0.3	1%	?	-4%	-7%	0.1%	11%	-8%

Screening results: PubChem, National Center for Advancing Translational Sciences (NCATS)
